Screening data deposited in PubChem by National Center for Advancing Translational Sciences (NCATS).
RECQ1 helicase: qHTS Assay for Inhibitors of RecQ-Like Dna Helicase 1 (RECQ1); ATP-dependent DNA helicase Q1 (Homo sapiens), P46063; RECQ1 DNA unwinding, red fluorescence kinetic read; Potency, µM (series often up to 57.3 µM), for inactives: at the top dose activity, negative = inhibition, hits mostly inhibitors; hit rate 0.54% among 240,000; AID 2549, 2010;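 note: plate controls were vehicle for no effect and no enzyme for full effect; nearly all actives have a fitted effect of over 30% in size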
Target sequence (P46063 whole entry, looked up): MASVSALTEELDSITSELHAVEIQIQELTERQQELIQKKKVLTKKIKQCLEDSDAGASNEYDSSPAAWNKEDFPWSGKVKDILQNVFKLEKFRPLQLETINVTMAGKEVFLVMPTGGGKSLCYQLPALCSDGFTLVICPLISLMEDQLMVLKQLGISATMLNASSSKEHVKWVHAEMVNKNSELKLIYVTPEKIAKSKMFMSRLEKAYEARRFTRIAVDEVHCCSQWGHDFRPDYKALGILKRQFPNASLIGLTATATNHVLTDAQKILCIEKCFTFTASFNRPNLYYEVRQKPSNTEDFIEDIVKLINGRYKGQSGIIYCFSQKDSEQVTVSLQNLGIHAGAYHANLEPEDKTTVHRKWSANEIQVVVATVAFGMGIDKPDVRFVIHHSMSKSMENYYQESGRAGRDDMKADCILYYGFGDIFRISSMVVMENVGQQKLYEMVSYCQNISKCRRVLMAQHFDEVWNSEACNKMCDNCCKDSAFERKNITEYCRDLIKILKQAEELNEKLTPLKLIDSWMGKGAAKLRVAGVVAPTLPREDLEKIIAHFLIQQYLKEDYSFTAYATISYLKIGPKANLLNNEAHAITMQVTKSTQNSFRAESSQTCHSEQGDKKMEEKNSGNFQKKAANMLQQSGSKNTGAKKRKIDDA
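50 nM RECQ1T1 preincubated 15 min with compound in Tris pH 8.0 buffer with MgCl2, DTT, Tween-20 and 2.5 ug/ml poly(dI-dC); started with 200 nM TAMRA/BHQ-2 forked duplex and 2 mM ATP. Unwinding read as fluorescence (525/598 nm), two reads 2 h apart.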
SMN2 splice enh: qHTS Assay for Enhancers of SMN2 Splice Variant Expression; HEK293 SMN2-luciferase splicing reporter, luminescence, 30-36 h; Potency, µM (doses to about 46.1 µM), without a hit: at the highest dose activity change, positive = activation, hits mostly activators; hit rate 2.8% among 210,000; note: % of control where 0% means no effect; nearly all actives have a fitted effect of over 55% in size
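HEK293 cells carry an SMN2 […]–luciferase reporter in which exon 7 inclusion puts luciferase in frame. Cells were plated 10-12 h before compound addition, then incubated 30-36 h at 37C. ONE-Glo luminescence was read; sodium butyrate at 4.5 mM final served as control.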
Lamin A splicing: qHTS Assay for Modulators of Lamin A Splicing | hit rate 0.01% among 200,000 | Potency, µM (highest dose often 46.1 µM), without a hit: at the top dose ratio change, negative = inhibition, most hits filed as inhibitors | HeLa LMNA splicing GFP/RFP minigene ratio, 48 h; active = well fitted inhibition curve with a large enough effect in the signal ratio, with a control signal flat, not every such curve was filed as active; inconclusive = small, poorly fitted or top-dose-only effect, or effect the other way, or a change in a side signal; the % refers to the signal ratio; note: % is set by controls: 0 for no effect and ±100 for the full control effect
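S3 HeLa stable clones carrying a lamin A-EGFP splicing minigene plus DsRed2 were seeded at 600 cells/well in Opti-MEM with 2% FBS, pin-dosed and incubated 48 h at 37°C. Acumen cytometry (488 nm) gave the GFP/RFP total-intensity ratio.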
L3MBTL1 block: qHTS Assay for the Inhibitors of L3MBTL1. AlphaScreen L3MBTL1–H3K9me1 peptide binding. AID 485360, 2010. Potency, µM (highest dose often 57.1 µM), without a hit: top-dose activity, negative = inhibition, actives largely listed as inhibitors. hit rate 0.66% among 230,000. Lethal(3)malignant brain tumor-like protein 1 (Homo sapiens), Q9Y468; note: % is set by controls: 0 for no effect and ±100 for the full control effect; nearly all actives have a fitted effect of over 60% in size
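Read-out is AlphaScreen signal from streptavidin donor and nickel chelate acceptor beads (10 ug/mL final each) bridging L3MBTL1 (50 nM) and biotinylated K9-monomethylated H3(1-15) peptide (75 nM), after 30 min compound exposure at room temperature.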
Tau ThT inhib: qHTS for Inhibitors of Tau Fibril Formation, Thioflavin T Binding. recombinant tau K18 P301L (four-repeat tau fragment), heparin-induced fibrillization, ThT fluorescence. Potency, µM (series often up to 57.4 µM), for the others: at the highest dose activity, negative = inhibition, actives largely listed as inhibitors. hit rate 2.1% among 270,000; note: % is set by controls: 0 for no effect and ±100 for the full control effect; nearly all actives have a fitted effect of over 55% in size
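Tau K18 P301L fragment (15 uM unlabeled plus 0.24 uM Alexa 594-labeled) in 100 mM sodium acetate pH 7 with compound, fibrillization induced by 20 uM heparin for 6 hr at 37 C. Thioflavin T (30 uM) added, fluorescence read after 1 hr (ex 450, em 510 nm).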
KDM4E inh: qHTS Assay for Inhibitors of Human Jumonji Domain Containing 2E (JMJD2E). AID 2147, 2009. hit rate 1.6% among 230,000. JMJD2E catalytic domain, FDH-coupled NADH fluorescence (FDH is formaldehyde dehydrogenase). Potency, µM (series often up to 57.1 µM), inactives show top-dose activity change, negative = inhibition, most hits filed as inhibitors. Lysine-specific demethylase 4E (Homo sapiens), B2RXH2; active = well fitted inhibition curve with a large enough effect, not every such curve was filed as active; inconclusive = small, poorly fitted or top-dose-only effect, or another doubt; inactive = no such curve, though single readings can be large or run the other way;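 note: 0% = wells with enzyme and -100% = buffer wells without enzyme; nearly all actives have a fitted effect of over 50% in size; many of its hits are not listed in these tables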
Target sequence (B2RXH2 1-337 limits assumed): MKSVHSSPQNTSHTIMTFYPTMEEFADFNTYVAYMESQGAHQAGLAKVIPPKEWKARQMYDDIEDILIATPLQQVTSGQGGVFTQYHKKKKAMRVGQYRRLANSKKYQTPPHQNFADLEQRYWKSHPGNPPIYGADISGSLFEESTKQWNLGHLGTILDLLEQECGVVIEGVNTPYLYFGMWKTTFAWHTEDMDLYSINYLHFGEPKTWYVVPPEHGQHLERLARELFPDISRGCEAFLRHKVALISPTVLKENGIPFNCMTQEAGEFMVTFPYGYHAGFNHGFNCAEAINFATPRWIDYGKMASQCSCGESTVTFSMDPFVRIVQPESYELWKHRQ
ALDH1A1 block: qHTS Assay for Inhibitors of Aldehyde Dehydrogenase 1 (ALDH1A1) | Aldehyde dehydrogenase 1A1 (Homo sapiens), P00352 | Purified ALDH1A1, NADH fluorescence, propionaldehyde substrate | Potency, µM (highest dose often 75.3 µM), without a hit: at the top dose activity, negative = inhibition, most hits filed as inhibitors | hit rate 7.3% among 220,000; active = well fitted inhibition curve with a large enough effect, not every such curve was filed as active; inconclusive = small, poorly fitted or top-dose-only effect, or another doubt; inactive = no such curve, though single readings can be large or run the other way;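 note: plate controls were no enzyme wells and a reference inhibitor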
KinaseGlo FLuc: Counterscreen for Luciferase (Kinase-Glo TM) Inhibition; Luciferin 4-monooxygenase (Photuris pensylvanica), Q27757; Kinase-Glo luciferase, ATP luminescence, 8 min; Potency, µM (highest dose often 38.3 µM), without a hit: at the highest dose activity change, negative = inhibition, most hits filed as inhibitors; hit rate 0.28% among 200,000; note: % is set by controls: 0 for no effect and ±100 for the full control effect; nearly all actives have a fitted effect of over 60% in size
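Inhibition of Kinase-Glo luciferase light generation was assessed at 10 uM ATP in pH 7.2 imidazole buffer, with luminescence measured after eight minutes at ambient temperature.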
An asterisk follows results filed as active; [ ] = another dose, or the depositor's remark. Unless noted, calls come from the whole dose curve; as a rule, active = well fitted curve in the direction sought with a large enough effect; inconclusive = small, poorly fitted or top-dose-only effect, or another doubt; inactive = no such curve, though single readings can be large; an effect the other way counts as inactive or inconclusive. Potency is the fitted concentration of half-maximal effect.

Screening O=c1[nH]cnc2c1sc(=S)n2-c1ccccc1 returned RECQ1 helicase -9%, SMN2 splice enh -27%, Lamin A splicing -10%, L3MBTL1 block 10%, Tau ThT inhib -17%, KDM4E inh 5%, ALDH1A1 block 10µM* and KinaseGlo FLuc 1%.
Screening Oc1c(C(c2ccccc2Cl)N2CCCC2)ccc2cccnc12 (stereo not given) returned RECQ1 helicase inactive, SMN2 splice enh -55%[inhibitor], Lamin A splicing 2%[46 µM], L3MBTL1 block -28%, Tau ThT inhib inconclusive, KDM4E inh inconclusive, ALDH1A1 block inconclusive and KinaseGlo FLuc 1%.
Screening CCC(Sc1nc2ccccc2c(=O)[nH]1)C(=O)O (stereo not given) returned RECQ1 helicase -1%, SMN2 splice enh -22%, Lamin A splicing 0%, Tau ThT inhib -5%, KDM4E inh 1%, ALDH1A1 block -12% and KinaseGlo FLuc 23%.
`CCc1ccc2c(c1)cc(CN(C(=S)Nc1cccc(C)c1)C1CC1)c1nnnn12` gave RECQ1 helicase -7%, SMN2 splice enh -8%, Lamin A splicing inconclusive, L3MBTL1 block 12%, Tau ThT inhib 1%, KDM4E inh 2%, ALDH1A1 block 2% and KinaseGlo FLuc -1%.
Screening CCN1CCN(c2ccc(NC(=O)Cc3ccccc3)cc2)CC1 returned RECQ1 helicase 7%, Lamin A splicing 1%, Tau ThT inhib -9%, KDM4E inh 1%, ALDH1A1 block -4% and KinaseGlo FLuc 0%.
Screening COc1ccc(NC(=O)CC2C(=O)N(Cc3cccs3)C(=S)N2C(C)C)cc1 (stereo not given) returned RECQ1 helicase inactive, SMN2 splice enh 7%, L3MBTL1 block -16%, Tau ThT inhib -3%, KDM4E inh 4%, ALDH1A1 block inconclusive and KinaseGlo FLuc 0%.
COc1ccc(C(=O)C2CCCN(Cc3cccn3-c3ccccn3)C2)cc1F (stereo not given) was read as RECQ1 helicase inactive, L3MBTL1 block 15%, Tau ThT inhib -2%, KDM4E inh -3%, ALDH1A1 block 0% and KinaseGlo FLuc 1%.
For O=C(C1CC1)N1N=C2CCCCC2C1(O)C(F)(F)F (stereo not given) the results were RECQ1 helicase -5%, SMN2 splice enh 10%, Lamin A splicing inconclusive, L3MBTL1 block 1%, Tau ThT inhib -4%, KDM4E inh -7%, ALDH1A1 block 4% and KinaseGlo FLuc 3%.
COc1ccc(CN2CC(=O)N(c3ccc(C)c(C)c3)C2=S)cc1OC was read as RECQ1 helicase -2%, SMN2 splice enh -15%, Tau ThT inhib -4%, KDM4E inh -1%, ALDH1A1 block 5% and KinaseGlo FLuc 2%.
For CCCCCCn1cc(C(=O)O)c(=O)c2ccccc21 the results were RECQ1 helicase -7%, Lamin A splicing 3%, L3MBTL1 block -10%, Tau ThT inhib -15%, KDM4E inh 6% and ALDH1A1 block -6%.
`NCCC[C@@H](CC(=O)N[C@@H]1CCCC[C@H]1C(=O)N[C@H](CC(=O)N[C@@H](CCC(=O)O)CC(=O)O)Cc1c[nH]c2ccccc12)NC(=O)C[C@H](CO)NC(=O)[C@@H]1CNCC[C@H]1N` gave RECQ1 helicase 0%, SMN2 splice enh -2%, Tau ThT inhib -8%, KDM4E inh -16%, ALDH1A1 block inconclusive and KinaseGlo FLuc 1%.
Screening COc1ccc(NC(=O)Nc2cccc(NC(C)=O)c2)c(OC)c1 returned RECQ1 helicase -9%, L3MBTL1 block -7%, Tau ThT inhib inconclusive, KDM4E inh 10% and ALDH1A1 block -16%.
`COc1ccc(-c2nnc(SCC(=O)Nc3nc4ccccc4s3)n2C)cc1` gave RECQ1 helicase inactive, SMN2 splice enh inconclusive, Lamin A splicing 6%, Tau ThT inhib inconclusive, KDM4E inh 10%, ALDH1A1 block 11% and KinaseGlo FLuc -4%.
For CCC(C)OC(=O)C1=C(C)OC23OC(N)=C(C#N)C12C(=O)c1ccccc13 (stereo not given) the results were RECQ1 helicase -5%, SMN2 splice enh 11%, Lamin A splicing -15%, L3MBTL1 block 0%, Tau ThT inhib inconclusive, KDM4E inh -24%, ALDH1A1 block -7% and KinaseGlo FLuc 0%.
For COc1ccc2c(c1-c1c3c(cc(Br)c1OC)CCCC3)CCCC2 the results were RECQ1 helicase 0%, SMN2 splice enh 8%, Tau ThT inhib -10%, KDM4E inh 7%, ALDH1A1 block 1% and KinaseGlo FLuc 0%.
Cc1nc(SCC(=O)Nc2c(C)nn(C)c2C)c2cnn(-c3ccccc3)c2n1 was read as RECQ1 helicase -1%, SMN2 splice enh -60%[inhibitor], Lamin A splicing -4%, L3MBTL1 block 0%, Tau ThT inhib -17%, KDM4E inh -8%, ALDH1A1 block 15% and KinaseGlo FLuc 2%.
Screening CCOc1ccc(NC(=O)COc2ccccc2)c([N+](=O)[O-])c1 returned RECQ1 helicase 15%, SMN2 splice enh inconclusive, Lamin A splicing inconclusive, L3MBTL1 block -16%, Tau ThT inhib inconclusive, KDM4E inh -5%, ALDH1A1 block 6% and KinaseGlo FLuc -4%.
Screening CC(CNC(=O)c1cncc(O)c1)NC(=O)c1cncc(O)c1 (stereo not given) returned RECQ1 helicase 22%, SMN2 splice enh -11%, Lamin A splicing 5%, L3MBTL1 block -7%, Tau ThT inhib -5%, KDM4E inh inconclusive, ALDH1A1 block inconclusive and KinaseGlo FLuc 0%.
COc1ccc(C(=O)NC(=S)Nc2ccc(CN3CCOCC3)cc2)cc1 was read as RECQ1 helicase -2%, L3MBTL1 block -13%, Tau ThT inhib inconclusive and KDM4E inh 2%.
For N#CC1=C(SCC(N)=O)NC(=O)CC1c1ccccc1Cl (stereo not given) the results were RECQ1 helicase -6%, SMN2 splice enh 4%, Lamin A splicing -6%, Tau ThT inhib -5%, KDM4E inh 1%, ALDH1A1 block 20µM* and KinaseGlo FLuc -4%.
CCOc1[nH]n(-c2ccc(Cl)cc2)c(=O)c1C=Nc1ccc(O)cc1 was read as RECQ1 helicase -2%, SMN2 splice enh -7%, Lamin A splicing inconclusive, L3MBTL1 block -15%, Tau ThT inhib inconclusive, KDM4E inh inconclusive, ALDH1A1 block 5% and KinaseGlo FLuc 4%.
`COc1ccc(CCNC(=O)c2ccn[nH]2)cc1OC` gave RECQ1 helicase inactive, SMN2 splice enh 13%, Lamin A splicing 6%[0.0737 µM], L3MBTL1 block 9%, Tau ThT inhib -10%, KDM4E inh -3%, ALDH1A1 block 7% and KinaseGlo FLuc 0%.
`O=C(COC(=O)c1sc2cc(F)ccc2c1Cl)Nc1ncc(Cl)cc1Cl` gave RECQ1 helicase -4%, SMN2 splice enh 5%, Lamin A splicing -7%, L3MBTL1 block 0%, Tau ThT inhib -5%, KDM4E inh -2%, ALDH1A1 block 13% and KinaseGlo FLuc 1%.
COCc1cc(OC)nc(-c2csc(C)n2)n1 was read as RECQ1 helicase -3%, L3MBTL1 block -3%, Tau ThT inhib -5%, KDM4E inh 10% and ALDH1A1 block 9%.
CN1CCN(C(=O)Cn2c(=O)oc3cc(S(=O)(=O)NCc4ccccc4)ccc32)CC1 was read as RECQ1 helicase -5%, SMN2 splice enh -17%, Lamin A splicing -1%, Tau ThT inhib -9%, KDM4E inh -3%, ALDH1A1 block 9% and KinaseGlo FLuc 18%.
For O=C(Nc1cc(S(=O)(=O)N2CCCC2)ccc1OCC(F)(F)F)c1ccccc1F the results were RECQ1 helicase -5%, SMN2 splice enh -4%, Lamin A splicing -8%, L3MBTL1 block 8%, Tau ThT inhib 0%, KDM4E inh 10%, ALDH1A1 block -6% and KinaseGlo FLuc 2%.
CN(C)S(=O)(=O)c1ccc(C(=O)NCCSc2ccc(Br)cc2)cc1 was read as RECQ1 helicase -3%, SMN2 splice enh -27%, Lamin A splicing inconclusive, L3MBTL1 block 0%, Tau ThT inhib -16%, KDM4E inh 8%, ALDH1A1 block inconclusive and KinaseGlo FLuc -2%.
Cc1cc(C)c(C(=O)/C=C/c2ccc(C(C)C)cc2)c(=O)[nH]1 was read as RECQ1 helicase inactive, SMN2 splice enh -70%[inhibitor], Lamin A splicing inconclusive, L3MBTL1 block -6%, Tau ThT inhib -15%, KDM4E inh -4%, ALDH1A1 block 13% and KinaseGlo FLuc 0%.
For O=C1c2cccnc2Oc2ccc(Cl)cc2N1Cc1ccc(F)cc1 the results were RECQ1 helicase -2%, SMN2 splice enh 10%, Lamin A splicing inconclusive, L3MBTL1 block 6%, Tau ThT inhib -7%, KDM4E inh 4%, ALDH1A1 block 3% and KinaseGlo FLuc 14%.
`O=S1(=O)C=CC(N2CCOCC2)C1` (stereo not given) gave RECQ1 helicase 7%, SMN2 splice enh 0%, Lamin A splicing -4%, L3MBTL1 block inconclusive, Tau ThT inhib -16%, KDM4E inh -2%, ALDH1A1 block 3% and KinaseGlo FLuc 3%.
COc1cccc2c1OC1(C)CC2NC(=O)N1c1cccc(C(=O)N2CCN(c3ccccn3)CC2)c1 (stereo not given) was read as RECQ1 helicase inactive, SMN2 splice enh -19%, Lamin A splicing inconclusive, Tau ThT inhib 3%, KDM4E inh -6%, ALDH1A1 block 5% and KinaseGlo FLuc -1%.
For Cc1ccccc1C(=O)NNC(=O)c1ccc(Br)cc1 the results were RECQ1 helicase -5%, SMN2 splice enh 15%, Tau ThT inhib -2%, KDM4E inh 3%, ALDH1A1 block -2% and KinaseGlo FLuc -3%.

A portion of the library; count on the stated rates, not on these rows.
